dFosB act = activators of delta FosB homodimer, primary screen, biochemical, fluorescence polarization, TAMRA-CDK5 oligo, single point | purified delta FosB; percent of positive-control signal above neutral wells | activation, % at 25 µM | 0.99% of 340,000 active;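 active = mean activation above about 17%, with every replicate also reaching it, limit read from the data, passing the limit was not always enough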;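 also: fluorescence polarization rise as delta FosB binds a TAMRA Cdk5 AP-1 oligo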
Target sequence (P13346 whole entry, looked up): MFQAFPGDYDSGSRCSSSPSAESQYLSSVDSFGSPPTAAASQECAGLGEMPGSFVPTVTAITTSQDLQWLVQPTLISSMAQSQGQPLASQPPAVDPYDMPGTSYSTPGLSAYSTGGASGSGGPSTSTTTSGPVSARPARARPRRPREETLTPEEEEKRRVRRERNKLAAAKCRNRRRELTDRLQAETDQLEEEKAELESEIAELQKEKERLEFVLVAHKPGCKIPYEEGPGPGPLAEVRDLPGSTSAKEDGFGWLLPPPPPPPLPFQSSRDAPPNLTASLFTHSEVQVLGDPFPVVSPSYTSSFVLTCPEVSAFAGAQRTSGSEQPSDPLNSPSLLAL
SR-BI DiI-HDL act = activators of SR-BI mediated DiI-HDL uptake, primary screen, ldlA[mSR-BI] CHO cells, DiI fluorescence. activation, % at 12.5 µM. 3 h; 100 = double the neutral-control signal. AID 504775, 2011. 0.096% of 320,000 active;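 active = mean replicate activation of at least 60% and every replicate at or above 60%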;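 also: 0% = median plate neutral-control signal and 100% = twice that signal; values of inactives mirror those of a sister screen read the other way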
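system = CHO ldlA[mSR-BI] cells, LDL receptor-null, SR-BI overexpressing | medium = Ham's F12 with 0.5% BSA, HEPES 25 mM, pH 7.4 | probe or stimulus = DiI-HDL 10 µg/mL | compound dosing = single-point compound dose | incubation = compound exposure 3 h, 37 °C | technique = DiI fluorescence, bottom read | read-out = cell-associated DiI fluorescence as measure of HDL uptake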
PfHsp90 yeast 2 = growth inhibition of PfHsp90-expressing yeast, primary screen, antimalarial PfHsp90 inhibitor project, S. cerevisiae, BacTiter-Glo luminescence, single point, set 2; BacTiter-Glo ATP, 48 h; yeast lacking PDR1 and PDR3 efflux regulators; inhibition, % at 9.4 µM; 0.32% of 310,000 active; AID 504621, 2011;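 active = every replicate shows inhibition above about 80%, whatever the replicate mean, limit read from the data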;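 also: 0% = DMSO neutral controls and 100% = 20 µM radicicol positive controls; yeast relying on Plasmodium falciparum Hsp90 in place of its own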
CAL PDZ FP-1 = CAL PDZ peptide-binding inhibitors, primary screen, biochemical, fluorescence polarization, Cer-tagged CAL PDZ, HTS; Golgi-associated PDZ and coiled-coil motif-containing protein (Homo sapiens), Q9HD26; purified CAL PDZ, TMR-peptide fluorescence polarization, 1 h; AID 504414, 2011; 0.02% of 330,000 active; inhibition, % at 20 µM;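 active = highest replicate inhibition of at least 40%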;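 also: plate controls were DMSO neutral control wells for no effect and unlabeled competitor peptide control wells for full effect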
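Control set: unlabelled peptide and DMSO controls / Material: purified CerCALP PDZ construct / Timing: 1 h incubation at room temperature before polarization reading / Doses: 20 µM, one dose / Detection: fluorescence polarization (mP)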
MITF TRPM1 HTS = activators of MITF-driven TRPM1 promoter reporter, primary screen, cell-based, SK-MEL-5, luciferase, single point | SK-MEL-5 TRPM1-promoter luciferase, 24 h; % of positive control, neutral wells = 0 | activation, % at 12.5 µM | 0.75% of 300,000 active;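 active = mean activation of at least 80% with every replicate also reaching 80%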;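 also: 0% = neutral control wells and 100% = parthenolide positive control wells; values of inactives mirror those of a sister screen read the other way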
SR-BI HDL uptake = inhibitors of SR-BI mediated HDL lipid uptake, primary screen, ldlA[mSR-BI] cells, fluorescence, single point. Scavenger receptor class B member 1 (Mus musculus), Q61009. ldlA[mSR-BI] CHO cells, DiI-HDL uptake fluorescence, 3 h. inhibition, % at 12.5 µM. 0.96% of 320,000 active. AID 488896, 2010;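 active = mean replicate inhibition of at least 70% and a set share of replicates each scoring 70 or more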;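 also: 0% = median of neutral control wells and 100% = median of positive control wells; values of inactives mirror those of a sister screen read the other way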
NSD2 HMT inh = NSD2 histone methyltransferase inhibitors, primary screen, biochemical, AlphaScreen, single concentration, set 2 | AID 743445, 2014 | NSD2 peptide methylation, 120 min | 0.54% of 310,000 active | Histone-lysine N-methyltransferase NSD2 (Homo sapiens), O96028 | inhibition, % at 12.5 µM; in the data active = inhibition above about 50%
PvdQ acylase = P. aeruginosa PvdQ acylase inhibitors, primary screen, biochemical, fluorescence, plate reader and imaging, single point. PvdQ acylase [Pseudomonas aeruginosa LESB58]. purified PvdQ acylase. inhibition, % at 10 µM. 0.063% of 340,000 active; in the data active = inhibition above about 30%, passing the limit was not always enough;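 also: 0% = vehicle neutral wells and 100% = reference inhibitor wells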
Rtt109 Vps75 = inhibitors of C. albicans Rtt109/Vps75 HAT, primary screen, biochemical, ThioGlo CoA-SH fluorescence, plate reader | inhibition, % at 34.9 µM | Histone acetyltransferase RTT109 (Candida albicans (strain SC5314 / ATCC MYA-2876)), … | AID 540336, 2011 | 0.16% of 330,000 active | purified Rtt109/Vps75, 4 h;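 active = inhibition of at least 50% in every replicate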
Target sequence (Q5AAJ8 whole entry, looked up): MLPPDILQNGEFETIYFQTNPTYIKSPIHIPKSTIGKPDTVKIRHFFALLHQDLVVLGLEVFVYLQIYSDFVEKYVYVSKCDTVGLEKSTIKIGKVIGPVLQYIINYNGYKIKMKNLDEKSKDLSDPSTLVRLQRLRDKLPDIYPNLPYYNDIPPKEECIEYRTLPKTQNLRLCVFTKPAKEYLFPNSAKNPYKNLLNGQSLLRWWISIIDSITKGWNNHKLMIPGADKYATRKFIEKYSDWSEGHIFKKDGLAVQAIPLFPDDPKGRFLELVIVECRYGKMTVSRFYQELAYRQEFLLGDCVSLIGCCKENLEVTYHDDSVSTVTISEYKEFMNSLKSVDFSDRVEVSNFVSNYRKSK
CAL PDZ FP-2 = untagged CAL PDZ binding inhibitors, primary screen, biochemical, fluorescence polarization, HTS. Golgi-associated PDZ and coiled-coil motif-containing protein (Homo sapiens), Q9HD26. purified CAL PDZ, TMR-peptide fluorescence polarization, 1 h. inhibition, % at 24.9 µM. 0.92% of 300,000 active. AID 602252, 2012;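 active = mean inhibition of at least 30% with at least half of replicates also reaching 30%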;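 also: 0% = DMSO neutral control and 100% = excess unlabeled competitor peptide PRC23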
Starred values were filed as active, the others as inactive; . = not tested or not shown.

SMILES	dFosB act	SR-BI DiI-HDL act	PfHsp90 yeast 2	CAL PDZ FP-1	MITF TRPM1 HTS	SR-BI HDL uptake	NSD2 HMT inh	PvdQ acylase	Rtt109 Vps75	CAL PDZ FP-2
Cc1ccc(-c2nc(CSc3nc4ccccc4c(=O)n3C)cs2)cc1	-2	.	1	-0.5	-3	.	-1	-6	-8	-6
CCOCc1cnc(C)nc1NCC(=O)c1c(C)[nH]c2ccccc12	1	3	18	-0.6	-14	-3	-6	0	-1	-2
Cc1noc(C)c1S(=O)(=O)N1CCC(C(=O)N2CCC(N3CCCCC3)CC2)CC1	-5	43	16	0.4	8	-43	.	-13	-2	.
COc1cc(C2c3c(oc4ccccc4c3=O)C(=O)N2Cc2ccco2)ccc1O (stereo unspecified)	0	11	6	-0.7	4	-11	0	2	5	-2
COc1ccc(-c2nnc(SCC(=O)c3ccc(C)o3)o2)cc1	-19	59	-4	-2.5	-14	-59	-1	-5	-12	-4
O=C(c1ccc2nsnc2c1)N1CCN(c2ccc([N+](=O)[O-])cc2)CC1	-2	-10	-3	-1.8	1	10	18	-3	0	-1
COC(=O)Nc1ccc([N+](=O)[O-])cc1OC	5	-7	-5	0.2	17	7	-1	-7	3	-6
CC1(C(=O)N2CCN(C(=O)c3ccco3)CC2)CC1(Br)Br (stereo unspecified)	-7	7	-8	-0.2	-10	-7	-1	-18	1	-5
Cc1ccccc1NS(=O)(=O)c1ccc(C(=O)N2CCCCCC2)cc1	-7	4	2	-1.6	-3	-4	1	15	6	0
COc1ccccc1/C=C/C=N/NC(=O)c1cnccn1	-10	16	5	-3.6	57	-16	-2	3	-1	7
COc1ccc(/C=C2\CCC/C(=C\c3ccc(OC)c(OC)c3OC)C2=O)c(OC)c1OC	-9	-74	-10	-1.0	0	74*	6	-6	0	0
COc1cc(OC)c(OC)cc1CNCc1ccc2c(c1)OCO2	0	-2	5	-0.3	.	2	5	-4	4	1
CC(C)(C)OC(=O)N1CCC(Cc2cc(-c3cccnc3)no2)(C(=O)O)CC1	0	14	11	0.8	-13	-14	.	-5	16	-1
COc1ccc(Br)cc1C1NC(=O)NC(C)=C1C(=O)N(C)C (stereo unspecified)	-7	7	.	-0.5	.	-7	12	-8	-3	-4
COc1ccc(CNc2nc3nc(C)c(Cl)c(C)n3n2)cc1	-4	-7	5	-1.2	.	7	-2	-11	-5	.
O=C(NCc1ccc2c(c1)OCO2)c1nc(Cn2cc([N+](=O)[O-])cn2)no1	-9	12	10	-1.6	1	-12	-2	1	5	-4
O=C(NC1CCCc2ccccc21)c1cn2ccccc2n1 (stereo unspecified)	-5	14	-3	-0.5	-20	-14	0	-7	0	.
COc1ccc(/C=N/N2CCOCC2)cc1Cn1nc(C)c([N+](=O)[O-])c1C	-4	3	7	-0.7	-2	-3	2	-3	-6	-4
CSc1cc(-c2ccco2)oc1C(=O)c1ccco1	-3	-20	3	-2.7	.	20	5	-4	7	.
Cc1ccc(C)c(C2=NNC(=O)CC2)c1	0	-8	0	-4.4	.	8	-3	-6	-4	-3
O=C(O)C1C2C=CC(C2)C1C(=O)NCCCN1CCCC1=O (stereo unspecified)	-2	11	16	0.2	-3	-11	-1	5	1	.
CCNS(=O)(=O)c1ccc(CCC(=O)NCc2ccc3c(c2)OCO3)cc1	2	-13	18	4.8	-12	13	-3	-17	-5	-1
O=C(CCn1c(=O)sc2ccccc21)NCCN1CCOCC1	9	26	4	0.5	18	-26	.	-5	-8	2
Cc1nn(-c2ccc(Cl)cc2Cl)c(C)c1C(=O)O	-2	8	8	-2.9	2	-8	.	-14	-5	1
Cc1cc(C(=O)CSc2nnc(-c3ccc(Cl)cc3)n2C)c(C)n1CC1CCCO1 (stereo unspecified)	-9	6	5	-2.5	-6	-6	-4	-7	2	.
COc1ccccc1NC(=O)CSc1n[nH]c(Cc2ccccc2)n1	6	11	-19	0.7	4	-11	0	-30	0	-1
Cc1cccc(C(=O)NC(C(=O)Nc2ccccc2N2CCOCC2)C(C)C)c1 (stereo unspecified)	-7	7	5	-1.2	-4	-7	-3	-2	-3	.
O=C1CSC(c2cccnc2)N1Cc1ccc(Cl)c(Cl)c1 (stereo unspecified)	-11	6	-2	-0.1	-3	-6	11	12	-5	4
CCOC(=O)C1=C(CC)Nc2ccccc2N=C1NC(=O)c1cccc(S(=O)(=O)N2CCOCC2)c1	-11	4	0	-0.6	-2	-4	2	0	9	.
CC(=O)Nc1ccc(S(=O)(=O)N2CCN(C(=O)N3CCCCCC3)CC2)cc1	-6	6	10	-0.9	-7	-6	10	-13	5	-4
C[n+]1ccc(/C=C/c2cccs2)cc1	-2	3	-9	1.0	-8	-3	3	-15	4	12
C=CCC1(CC=C)CCCN1C(=O)c1cc(COc2ccc(F)c(F)c2)on1	-13	-26	1	-3.9	-6	26	-13	8	8	-3
COCC(C)NC(=O)C1CC(=O)N(c2ccc(C)cc2)C1 (stereo unspecified)	-4	12	.	-0.3	.	-12	2	-17	-10	-1
CC(=O)Nc1ccc(CN2CCN(Cc3ccc(C)cc3)C(CCO)C2)cc1 (stereo unspecified)	1	.	10	-1.3	10	.	15	-7	-1	-3
CC(C)NC(=O)CCc1nc2cccnc2n1-c1ccccc1	-6	6	12	-1.4	4	-6	0	-13	-3	-3
CCc1ccc(-c2nn(-c3ccccc3)cc2C2SCC(=O)N2Cc2ccco2)cc1 (stereo unspecified)	0	20	-2	-0.4	5	-20	-1	-3	-8	0
COc1cc2c(cc1OC)C(SC)=NC(C)(C)C2	-3	-15	18	-0.3	-25	15	1	-6	0	-4
CCOc1cc(NC(=S)NCC2CCCO2)c(OCC)cc1NC(=O)c1cccc(C)c1 (stereo unspecified)	-18	-58	9	-0.1	.	58	12	-14	-1	-3
COc1ccc(CNC(=O)C2CCN(S(=O)(=O)c3ccc(SC)cc3)CC2)cc1	-4	9	-20	-1.9	-8	-9	-3	-18	-2	0
CC(C)C(=O)NCCc1nc2ccccc2n1CCOc1ccccc1	-10	14	2	-0.4	-5	-14	1	-16	-6	2

Reformatted: results already given
mol | dFosB act | SR-BI DiI-HDL act | PfHsp90 yeast 2 | CAL PDZ FP-1 | MITF TRPM1 HTS | SR-BI HDL uptake | NSD2 HMT inh | PvdQ acylase | Rtt109 Vps75 | CAL PDZ FP-2
Cc1cccc(C(=O)NC(C(=O)Nc2ccccc2N2CCOCC2)C(C)C)c1 (stereo unspecified) | -7 | 7 | 5 | -1.2 | -4 | -7 | -3 | -2 | -3 | .
O=C1CSC(c2cccnc2)N1Cc1ccc(Cl)c(Cl)c1 (stereo unspecified) | -11 | 6 | -2 | -0.1 | -3 | -6 | 11 | 12 | -5 | 4

Some values from the list.
`C[n+]1ccc(/C=C/c2cccs2)cc1` – Rtt109 Vps75 = 4
`C=CCC1(CC=C)CCCN1C(=O)c1cc(COc2ccc(F)c(F)c2)on1` – SR-BI DiI-HDL act = -26
`CC(=O)Nc1ccc(CN2CCN(Cc3ccc(C)cc3)C(CCO)C2)cc1` (stereo unspecified) – NSD2 HMT inh = 15

More structures.
SMILES	dFosB act	SR-BI DiI-HDL act	PfHsp90 yeast 2	CAL PDZ FP-1	MITF TRPM1 HTS	SR-BI HDL uptake	NSD2 HMT inh	PvdQ acylase	Rtt109 Vps75	CAL PDZ FP-2
O=C1N=C(c2ccccc2)S/C1=C\c1cccs1	-13	14	0	-3.0	30	-14	3	-9	-4	-3
Cc1cc2ccccc2n1CCNC(=O)C(C)Oc1ccccc1 (stereo unspecified)	-17	-11	-2	0.6	2	11	.	0	2	.
CCCCC(=O)Nc1ccccc1C#N	-1	18	10	-0.8	-12	-18	-3	-2	0	-5
CN(Cc1ccno1)C(=O)CC1C(=O)NCCN1CC(c1ccccc1)c1ccccc1 (stereo unspecified)	4	5	-33	-3.4	-1	-5	0	-3	2	.
CC1(C)C(=O)C2(CCCCC2)C(=O)OC1c1ccc(O)cc1 (stereo unspecified)	2	-9	19	-0.6	-1	9	2	-17	-1	-2
CN(C(=O)CCN1C(=O)C2C3C=CC(C3)C2C1=O)c1ccccc1 (stereo unspecified)	0	13	-38	-2.1	-1	-13	-2	-11	-2	-3
CC(C)c1ccc2c(c1)C(=O)NC(C)(C)C2	-7	17	19	0.7	19	-17	.	-3	3	.
Cc1nn(-c2ccc(F)cc2)c2nc(N)c(C#N)c(-c3ccc(O)c(O)c3)c12	-13	-37	-9	-1.4	-17	37	0	3	-4	-8
COc1cccc(CN2CCN(C(=O)c3oc4c(F)cccc4c3C)CC2=O)c1	-7	-2	-1	-8.6	-5	2	0	-15	4	-8
CCc1nc(Nc2cccc(OC)c2)c2oc3ccccc3c2n1	-12	-36	9	-2.3	11	36	-3	-10	-1	2

Complete entries, quoted from the list. Values in the order: dFosB act	SR-BI DiI-HDL act	PfHsp90 yeast 2	CAL PDZ FP-1	MITF TRPM1 HTS	SR-BI HDL uptake	NSD2 HMT inh	PvdQ acylase	Rtt109 Vps75	CAL PDZ FP-2
Cc1cc2ccccc2n1CCNC(=O)C(C)Oc1ccccc1 (stereo unspecified) as listed: -17	-11	-2	0.6	2	11	.	0	2	.
COc1cccc(CN2CCN(C(=O)c3oc4c(F)cccc4c3C)CC2=O)c1 as listed: -7	-2	-1	-8.6	-5	2	0	-15	4	-8
Cc1nn(-c2ccc(F)cc2)c2nc(N)c(C#N)c(-c3ccc(O)c(O)c3)c12 as listed: -13	-37	-9	-1.4	-17	37	0	3	-4	-8
CCCCC(=O)Nc1ccccc1C#N as listed: -1	18	10	-0.8	-12	-18	-3	-2	0	-5
CN(Cc1ccno1)C(=O)CC1C(=O)NCCN1CC(c1ccccc1)c1ccccc1 (stereo unspecified) as listed: 4	5	-33	-3.4	-1	-5	0	-3	2	.

Screening data: PubChem BioAssay, Broad Institute

Outcome played no part in choosing rows, and some 4.3% of all compounds hit somewhere here.
